PriA SSB inh: blocks PriA binding to SSB C-terminal tail; AlphaScreen SSBct-PriA binding, biotinylated peptide; 430,000 tested, 0.6% active; inhibition, % at 33 µM; in the data active means inhibition mostly above about 37%, no sharp cut-off; inactive means mostly below about 20%;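 further: plate controls were negative control peptide for no effect and reference peptide for full effect; strong numbers were not always called active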
* hit, by the source's call; & = joins results of further samples. An excerpt; count on the stated rates, not on these rows.

SMILES	PriA SSB inh
COc1cccc(NC(=O)CSc2nc3sc4c(c3c(=O)n2-c2ccccc2)CCC4)c1	0.0
CC(C)c1cc(=O)[nH]c(=S)[nH]1	1.0
COc1cc(NC(=O)NCC(c2ccsc2)N(C)C)cc(OC)c1 (configuration not stated)	-2.0
CCN(CC)CCN1C(=O)C(=O)C(=C(O)c2c(C)[nH]c(C(=O)OC)c2C)C1c1cccc(OC)c1 (configuration not stated)	-5.7
COc1ccc(NC(=O)CSCc2ccco2)c(OC)c1	-3.0
COCCNC(=S)NN=Cc1c2ccccc2cc2ccccc12	-0.4
O=C(NCCCn1ccnc1)C(=O)NCc1ccc2c(c1)OCO2	-8.0
O=C(COc1ccccc1)Nc1ccccc1-c1nc2ccccc2[nH]c1=O	-15.0
CC(=O)c1cc(C(=O)OCC(=O)Nc2ccc3c(c2)OCO3)c2ccccn12	-7.0
NC(=O)c1ccc(NC(=O)c2ccoc2)cc1	-20.0
COCC(=O)NC(C)Cc1ccoc1 (configuration not stated)	-4.0
C[C@H]1CN(C(=O)COc2ccc(Cl)cc2Cl)c2ccccc2NC1=O	-15.0
O=C(c1c[nH]c(=O)c([N+](=O)[O-])c1)N1CCCCCC1	26.0
CCSc1cccc(C(=O)Nc2ccc(OC)cc2[N+](=O)[O-])c1	51.0*
Cc1cc(OC2CCN(S(=O)(=O)c3cccc(Cl)c3C)CC2)cc(=O)o1	-16.0
COc1ccccc1CCNC(=O)c1ccc(=O)n(C)n1	-12.0
O=S(=O)(c1ccc2ccccc2c1)N1CCN(C/C=C/c2ccccc2)CC1	-2.0
O=C(O)CCN1CCN(Cc2ccccc2)CC1	-6.0
Cc1ccc(S(=O)(=O)N2CCc3ccc(NC(=O)C4CCCC4)cc3C2)cc1	-1.0
COc1ccccc1-c1ccc(N2CCCC(C(=O)Nc3ncccc3C)C2)nn1 (configuration not stated)	-5.0
Cc1nc2ccc(S(=O)(=O)NCCCn3nc(-c4ccccc4)ccc3=O)cc2s1	-8.0&-2.0
Cc1cc(C(F)(F)F)nc(CCNC(=O)c2ccc(Br)o2)n1	-6.0
O=C(COC(=O)c1cc(-c2ccccc2)nc2ccccc12)c1ccc([N+](=O)[O-])cc1	16.0
COc1cc(C)c(C(C)C)cc1S(=O)(=O)n1nnc2ccccc21	6.0
Cc1cc(C(=O)NCC2CCN(c3nc4ccccc4o3)CC2)c(C)o1	-5.0
O=C(NCC1(Sc2ccccc2)CCOCC1)c1ccc(Cl)s1	-2.0
C=CCNc1oc(-c2ccc(COc3ccc(Cl)cc3)o2)nc1C#N	28.0
O=C(CN1CCCCC1)NN=Cc1cccc(C(F)(F)F)c1	-12.3
COc1cc(C=Nn2cnnc2)ccc1OC(=O)c1ccco1	-4.9
CCOc1ccccc1NC(=O)c1cc2ccccc2c(=O)o1	-10.0
CCOc1ccc(-c2csc(/C(C#N)=C/C(Br)=C\c3ccccc3)n2)cc1	-11.0
COc1ccc(-c2cn3c(C(=O)NCc4ccco4)csc3n2)cc1	5.0&7.0
COc1ccccc1C(=O)Nc1sc(C)c(C)c1-c1nc2ccccc2s1	-6.0
O=C(CSC1CCCC1)N1CCc2ncncc2C1	-2.0
O=C(c1cn(-c2cccc(Cl)c2)nn1)N1CCN(c2ccccc2)CC1	-9.0
CCOc1cc(C)c(C(C)C)cc1S(=O)(=O)NCc1ccco1	12.0
CC(=O)Nc1ccc(SCCCC(=O)N2c3ccc(F)cc3CCC2C)nn1 (configuration not stated)	-12.0&-6.0
O=C1CCCCCN1CO	-13.0&-6.0
O=C(O)/C=C\C(=O)Nc1cccc(F)c1	-9.0
Cc1[nH]c2ccccc2c1C=NNC(=O)CCC(=O)NCc1ccccc1	-6.1

Two entries from above, with bars between the fields.
molecule | PriA SSB inh
COCCNC(=S)NN=Cc1c2ccccc2cc2ccccc12 | -0.4
O=C(NCCCn1ccnc1)C(=O)NCc1ccc2c(c1)OCO2 | -8.0

The list goes on.
SMILES	PriA SSB inh
COC(C#N)c1ccccc1Cl (configuration not stated)	-7.0
Cc1ccc(-n2c(C)cc(C=NNC(=O)c3ccncc3)c2C)c(C)c1	4.2
CC(C)N1C(=O)SC(Nc2ccc(Br)cc2)C1=O (configuration not stated)	4.0
C(=NCc1cccnc1)c1ccc2c(c1)OCO2	-13.0
CN(C)S(=O)(=O)c1ccc(C(=O)NCC(O)c2cccn2C)cc1 (configuration not stated)	-26.0
CC(=O)c1cccc(NC(=O)CSc2ccc(-n3ccnc3)nn2)c1	-7.0
Cc1ccc(CN2CCN(CC(=O)NN=Cc3c[nH]c4ccccc34)CC2)cc1	8.9
CCOc1cc(C2C(=C(O)c3ccc(S(=O)(=O)N4CCCCC4)cc3)C(=O)C(=O)N2CCOC)ccc1O (configuration not stated)	7.6
N#CC1=C(N)Oc2c(oc(CO)cc2=O)C1c1ccco1 (configuration not stated)	12.0
CCOC(=O)N1CCN(C(=O)CSc2nc(-c3ccc([N+](=O)[O-])cc3)nc3c2c(=O)n(C)c(=O)n3C)CC1	-7.0
O=C(c1ccc2n[nH]nc2c1)N1CCN(c2cc(-n3cncn3)ncn2)CC1	0.0
COC(=O)NN=Cc1cc(C)n(-c2ccccc2)c1C	13.1
COc1ccc(Cl)cc1C(=O)Nc1ccc2c(c1)CCC(=O)N2	-6.0
O=C(NN=Cc1ccc(OC(=O)c2ccccc2)cc1)c1cccnc1	-12.6
Cc1ccc(Cl)c2sc(N3CCN(C(=O)C4CCCN4S(C)(=O)=O)CC3)nc12 (configuration not stated)	0.0
CCOC(=O)c1c(-c2ccc(C)o2)csc1NC(=O)CSc1nnc2ccccn12	-2.0
Cc1ccsc1[C@@H](O)CNC(=O)c1cn(C)nn1	-12.0
Cc1c(Cl)ccc2c(=O)c(CN3CCOCC3)c[nH]c12	-13.0&-2.0
CCCCc1ccc(NC(=O)CSc2nc3c(-c4ccccc4)csc3c(=O)n2C)cc1	-2.0
COC(=O)c1ccc(NC(=O)C(=O)NCC2CCN(C(=O)c3cccnc3)CC2)cc1	-7.0

Molecules listed so far that contain a nitro group on carbon (4):
SMILES	PriA SSB inh
O=C(c1c[nH]c(=O)c([N+](=O)[O-])c1)N1CCCCCC1	26.0
CCSc1cccc(C(=O)Nc2ccc(OC)cc2[N+](=O)[O-])c1	51.0*
O=C(COC(=O)c1cc(-c2ccccc2)nc2ccccc12)c1ccc([N+](=O)[O-])cc1	16.0
CCOC(=O)N1CCN(C(=O)CSc2nc(-c3ccc([N+](=O)[O-])cc3)nc3c2c(=O)n(C)c(=O)n3C)CC1	-7.0

The listing continues:
SMILES	PriA SSB inh
O=C(NC[C@@H](c1ccsc1)N1CCCC1)C(=O)Nc1ccc(F)c(Cl)c1	-2.0
Cn1c(=O)c2c(SCc3ccccc3F)nc(-c3ccco3)nc2n(C)c1=O	-11.0
Cn1nccc1C(=O)N1CC(Oc2nc3c(Cl)cccc3s2)C1	-4.0
COC1CCN(S(=O)(=O)c2ccc3c(c2)CCCC3)CC1	-4.0
O=C(c1ccsc1)N1CCSC1c1cccc(F)c1 (configuration not stated)	-2.0
CC(=O)c1ccc(N2CCN(C(=O)Cc3csc(Nc4ccc(F)cc4)n3)CC2)cc1	-13.0&7.0
Cc1cc(-c2nnc(NC(=O)/C=C/c3cccs3)o2)nn1C	5.0
COc1ccc(C=NNC(=O)c2cccc(NC(=O)c3ccccc3Cl)c2)c(OC)c1	-9.2
Cc1cc2ncc3c(n2n1)CCN(C(=O)c1cnn(-c2ccccc2)c1C)C3	-17.0
CN1CCN(/N=C\c2nc(-c3ccccc3Cl)n3ccccc23)CC1	49.0
Cc1nn(C)c(C(=O)NN=Cc2ccccc2)c1[N+](=O)[O-]	-14.7
COc1ccccc1OCC(=O)NCC1CCN(Cc2cccs2)CC1	-13.0
CCC(C(=O)N1CCC(c2nc(CCOC)no2)CC1)c1ccccc1 (configuration not stated)	-5.0
Cc1cc2ncccc2nc1N	-4.0
COc1ccc(C(=O)NCCN2Cc3ccccc3OCC2=O)cn1	-5.0
COC(=O)N1CCc2ccc(NC(=O)C3COc4ccccc4O3)cc2C1 (configuration not stated)	-5.0
Cc1c(NC(=O)C2CCN(c3ccc(=O)n(C)n3)CC2)c(=O)n(-c2ccccc2)n1C	-3.0
O=C(O)C1CCCN1S(=O)(=O)c1ccc(F)c(Cl)c1 (configuration not stated)	-6.0
Cc1onc(-c2ccccc2Cl)c1C(=O)NCc1c(-c2ccc(F)cc2)nc2n1CCS2	12.0
CCOc1ccc(NC(=O)CC2CCCCN2S(=O)(=O)c2ccccc2)cc1 (configuration not stated)	22.0
Cc1cc(C(=O)N(CCCN2CCOCC2)c2nc3c(Cl)cccc3s2)no1	2.0
CCc1nnc(NC(=O)/C=C\c2ccc3c(c2)OCO3)s1	-23.0
O=C(NCc1ccc(F)cc1)NCc1ccc(C(=O)c2ccsc2)s1	-11.0
CC(=O)/C=C/c1ccc(OC(F)F)cc1	11.0
O=S(=O)(CCC(F)(F)F)NCc1cncc(-c2cccs2)c1	-7.0
CC(=O)NS(=O)(=O)c1ccc(NC(=O)N[C@H]2CC(=O)N(c3ccc4c(c3)OCCO4)C2)cc1	-6.0
O=C(Nc1onc2c1CCCC2)C1CCCN1S(=O)(=O)c1cccs1 (configuration not stated)	-7.0
Cc1cccc(OCc2ccc(-c3nc(C#N)c(NCC4CCCO4)o3)o2)c1 (configuration not stated)	8.0&33.0
O=C(COc1cccc(Br)c1)NN=C1CCCc2ccccc21	-5.8
CN1CCN(c2nc3ccc(NC(=O)COc4ccc(Cl)cc4)cc3s2)CC1	-2.0&9.0
Cc1nc(-n2cccc2)sc1C(=O)NCc1ccccc1-c1ccsc1	-15.0
Cc1[nH]c(=O)n(C)c(=O)c1CCC(=O)Nc1ccccc1C(F)(F)F	-5.0
O=S(=O)(NCc1cncc(-c2cccs2)c1)c1ccccc1F	-8.0
CCn1ccc(C(=O)N=c2sc3cccc(F)c3n2CCOC)n1	0.0
CC(=NNC(=O)c1c(Cl)c(C)nn1C)c1ccc(NC(=O)COc2ccc(Cl)cc2C)cc1	-19.0
Cc1ccccc1NC(=O)NCCCn1ccnc1-c1ccccc1	10.0
Cc1nc2c([nH]1)CC(C(=O)NCc1nnc(C)o1)CC2 (configuration not stated)	-8.0
O=C(NC(=S)Nc1cccc(C(F)(F)F)c1)c1ccc(Br)o1	4.0
Brc1cccc(-c2nnc3sc(-c4cccnc4)nn23)c1	-6.0
Cc1nnc(NC(=O)CSc2nnc(-c3ccc(=O)n(C)c3)n2C)s1	-7.0

Laid out differently: results already given
smiles,PriA SSB inh
Cc1ccccc1NC(=O)NCCCn1ccnc1-c1ccccc1,10.0
Cc1nc2c([nH]1)CC(C(=O)NCc1nnc(C)o1)CC2 (configuration not stated),-8.0
O=C(NC(=S)Nc1cccc(C(F)(F)F)c1)c1ccc(Br)o1,4.0
Brc1cccc(-c2nnc3sc(-c4cccnc4)nn23)c1,-6.0

Next part.
SMILES	PriA SSB inh
COC(=O)CCSCc1nc2ccccc2c(=O)[nH]1	1.0
Cc1cc(C(=O)NC2CCC(Oc3nccnc3C#N)CC2)c(C)o1 (configuration not stated)	0.0
O=C(Nc1c2c(nn1-c1nc3ccccc3s1)CCC2)c1c(F)cccc1F	-15.0
COc1ccc(C(=O)N2CCN=C2SCc2cccc(C(F)(F)F)c2)cc1OC	4.0
Oc1ccc(CNc2ccc(Br)cc2)c2cccnc12	47.2
Cc1nnc2ccc(N3CCN(S(=O)(=O)c4cccnc4)CC3)nn12	-10.0
Cc1nc(SCC(=O)N2CCCCC2)[nH]c(=O)c1C	-4.0
O=C(Nc1nc(-c2cc3ccccc3o2)cs1)c1c(F)cccc1F	-17.0
CC(=NOC(=O)c1c(-c2c(F)cccc2Cl)noc1C)c1cnccn1	-12.3
CCOC(=O)N1CCN(C(=O)CN2CC(c3nc(C4CC4)no3)C2)CC1	-4.0
O=C(NN=Cc1cccnc1)C1CC1(c1ccccc1)c1ccccc1 (configuration not stated)	2.9
Cc1cc(C(F)(F)F)nc(CCNC(=O)Cc2cccc3ccccc23)n1	6.0
CN(C)c1ccc(/C=C2\CC3C4CCC5CC(O)CCC5(C)C4CCC3(C)C2=O)cc1 (configuration not stated)	1.0
O=S(=O)(Cc1cc(F)ccc1F)NCCn1ccc(-c2ccccn2)n1	0.0
CN1CCN(C(=O)C2CCN(c3ccc(-c4ccc(Cl)cc4)nn3)CC2)CC1	-9.0
CS(=O)(=O)N1CCC(C(=O)Nc2sccc2C(N)=O)CC1	-21.0&-12.0
O=C(NCC(c1ccsc1)N1CCCC1)NC1CCCCC1 (configuration not stated)	-7.0
CCN(CC)CCN1C(=O)C(=O)C(=C(O)c2ccc(S(=O)(=O)N3CCOCC3)cc2)C1c1ccccc1 (configuration not stated)	-6.7
N#Cc1c(N)nc2c(c1-c1ccccc1Cl)CN(Cc1ccccc1)CC2	-3.0
CCCCCOc1ccc(C(=O)Nc2sc3c(c2C#N)CCC3)cc1	-8.0

Reprinted from the part before: 2 entries; new compounds follow.
SMILES	PriA SSB inh
N#Cc1c(N)nc2c(c1-c1ccccc1Cl)CN(Cc1ccccc1)CC2	-3.0
CCCCCOc1ccc(C(=O)Nc2sc3c(c2C#N)CCC3)cc1	-8.0
CC(O)(CNC(=O)c1ccccc1S(=O)(=O)C(F)F)c1ccc2c(c1)OCO2 (configuration not stated)	19.0
CCCS(=O)(=O)N1CCCc2cc(NS(=O)(=O)c3ccc(NC(=O)CC)cc3C)ccc21	1.0
COc1ccccc1N1CCN(CCNS(=O)(=O)c2ccc3c(c2)CCCC3)CC1	-19.0&16.0
CN(C)S(=O)(=O)N1CCN(C(=O)c2ccco2)CC1	-9.0
NS(=O)(=O)c1ccc(CCNC(=O)c2cnc3n(c2=O)CCS3)cc1	-19.0&2.0
O=[N+]([O-])c1ccc(Nc2nc(-c3ccccc3)c3cc(Cl)ccc3n2)cc1	3.0
CCC(=O)Nc1ccc(S(=O)(=O)Nc2ccc3c(c2)CC(=O)N3)c(C)c1	1.0
CCC(CC)C(=O)Nc1ccc(Nc2ccc(-n3nc(C)c(C)c3C)nn2)cc1	-6.0
Cc1ccc(N=Cc2sc(=S)n(C3CCCC3)c2O)c(C)c1	-11.0
C=CCN1C(=O)C(C)(C)COc2ccc(NC(=O)COc3cccc(OC)c3)cc21	1.0
CCSc1ccccc1C(=O)NC[C@H](OC)c1ccccc1OC	-25.0

Screening data as filed in PubChem BioAssay.
